Compound activity as filed in PubChem.
CCHF vOTU inh = CCHFV vOTU protease inhibitors, primary screen, biochemical, Pep-AMC substrate, fluorescence; Crimean-Congo hemorrhagic fever virus L polyprotein viral ovarian tumor (vOTU) protease …; inhibition, % at 11.5 µM; 370,000 tested, 0.55% active; in the data active means inhibition above about 30%; further: 0% = vehicle wells with enzyme and 100% = no enzyme wells
Vc quorum ag = inducers of Vibrio cholerae quorum light production without autoinducers, primary screen, BH1578 luxS cqsA deficient, single point; 350,000 tested, 0.16% active; V. cholerae BH1578 lux reporter, luminescence, 6 h; activation, % at 18.7 µM; in the data active means activation mostly above about 9.7%, no sharp cut-off; inconclusive means no clear call, values can overlap the other calls; inactive means mostly below about 3.7%; further: not every result past the cut was called active; inactives centre near 0; reference of the scale not given here
3CLpro inhibitor = SARS-CoV 3CLpro protease inhibitors, primary screen, biochemical, quenched FRET; Replicase polyprotein 1ab (Severe acute respiratory syndrome coronavirus), P0C6X7; recombinant SARS-CoV 3CLpro, quenched FRET peptide cleavage; inhibition, % at 6 µM; 290,000 tested, 0.14% active; AID 1706, 2009; in the data active means inhibition above about 12%
TcdB inh = TcdB glycohydrolase inhibitors, primary screen, biochemical, single point, plate reader | Toxin B (Clostridioides difficile), P18177 | TcdB glycohydrolase enzymatic assay | inhibition, % at 9.99 µM | 350,000 tested, 0.24% active | AID 652162, 2013; in the data active means inhibition above about 10%
Target sequence (P18177 whole entry, looked up): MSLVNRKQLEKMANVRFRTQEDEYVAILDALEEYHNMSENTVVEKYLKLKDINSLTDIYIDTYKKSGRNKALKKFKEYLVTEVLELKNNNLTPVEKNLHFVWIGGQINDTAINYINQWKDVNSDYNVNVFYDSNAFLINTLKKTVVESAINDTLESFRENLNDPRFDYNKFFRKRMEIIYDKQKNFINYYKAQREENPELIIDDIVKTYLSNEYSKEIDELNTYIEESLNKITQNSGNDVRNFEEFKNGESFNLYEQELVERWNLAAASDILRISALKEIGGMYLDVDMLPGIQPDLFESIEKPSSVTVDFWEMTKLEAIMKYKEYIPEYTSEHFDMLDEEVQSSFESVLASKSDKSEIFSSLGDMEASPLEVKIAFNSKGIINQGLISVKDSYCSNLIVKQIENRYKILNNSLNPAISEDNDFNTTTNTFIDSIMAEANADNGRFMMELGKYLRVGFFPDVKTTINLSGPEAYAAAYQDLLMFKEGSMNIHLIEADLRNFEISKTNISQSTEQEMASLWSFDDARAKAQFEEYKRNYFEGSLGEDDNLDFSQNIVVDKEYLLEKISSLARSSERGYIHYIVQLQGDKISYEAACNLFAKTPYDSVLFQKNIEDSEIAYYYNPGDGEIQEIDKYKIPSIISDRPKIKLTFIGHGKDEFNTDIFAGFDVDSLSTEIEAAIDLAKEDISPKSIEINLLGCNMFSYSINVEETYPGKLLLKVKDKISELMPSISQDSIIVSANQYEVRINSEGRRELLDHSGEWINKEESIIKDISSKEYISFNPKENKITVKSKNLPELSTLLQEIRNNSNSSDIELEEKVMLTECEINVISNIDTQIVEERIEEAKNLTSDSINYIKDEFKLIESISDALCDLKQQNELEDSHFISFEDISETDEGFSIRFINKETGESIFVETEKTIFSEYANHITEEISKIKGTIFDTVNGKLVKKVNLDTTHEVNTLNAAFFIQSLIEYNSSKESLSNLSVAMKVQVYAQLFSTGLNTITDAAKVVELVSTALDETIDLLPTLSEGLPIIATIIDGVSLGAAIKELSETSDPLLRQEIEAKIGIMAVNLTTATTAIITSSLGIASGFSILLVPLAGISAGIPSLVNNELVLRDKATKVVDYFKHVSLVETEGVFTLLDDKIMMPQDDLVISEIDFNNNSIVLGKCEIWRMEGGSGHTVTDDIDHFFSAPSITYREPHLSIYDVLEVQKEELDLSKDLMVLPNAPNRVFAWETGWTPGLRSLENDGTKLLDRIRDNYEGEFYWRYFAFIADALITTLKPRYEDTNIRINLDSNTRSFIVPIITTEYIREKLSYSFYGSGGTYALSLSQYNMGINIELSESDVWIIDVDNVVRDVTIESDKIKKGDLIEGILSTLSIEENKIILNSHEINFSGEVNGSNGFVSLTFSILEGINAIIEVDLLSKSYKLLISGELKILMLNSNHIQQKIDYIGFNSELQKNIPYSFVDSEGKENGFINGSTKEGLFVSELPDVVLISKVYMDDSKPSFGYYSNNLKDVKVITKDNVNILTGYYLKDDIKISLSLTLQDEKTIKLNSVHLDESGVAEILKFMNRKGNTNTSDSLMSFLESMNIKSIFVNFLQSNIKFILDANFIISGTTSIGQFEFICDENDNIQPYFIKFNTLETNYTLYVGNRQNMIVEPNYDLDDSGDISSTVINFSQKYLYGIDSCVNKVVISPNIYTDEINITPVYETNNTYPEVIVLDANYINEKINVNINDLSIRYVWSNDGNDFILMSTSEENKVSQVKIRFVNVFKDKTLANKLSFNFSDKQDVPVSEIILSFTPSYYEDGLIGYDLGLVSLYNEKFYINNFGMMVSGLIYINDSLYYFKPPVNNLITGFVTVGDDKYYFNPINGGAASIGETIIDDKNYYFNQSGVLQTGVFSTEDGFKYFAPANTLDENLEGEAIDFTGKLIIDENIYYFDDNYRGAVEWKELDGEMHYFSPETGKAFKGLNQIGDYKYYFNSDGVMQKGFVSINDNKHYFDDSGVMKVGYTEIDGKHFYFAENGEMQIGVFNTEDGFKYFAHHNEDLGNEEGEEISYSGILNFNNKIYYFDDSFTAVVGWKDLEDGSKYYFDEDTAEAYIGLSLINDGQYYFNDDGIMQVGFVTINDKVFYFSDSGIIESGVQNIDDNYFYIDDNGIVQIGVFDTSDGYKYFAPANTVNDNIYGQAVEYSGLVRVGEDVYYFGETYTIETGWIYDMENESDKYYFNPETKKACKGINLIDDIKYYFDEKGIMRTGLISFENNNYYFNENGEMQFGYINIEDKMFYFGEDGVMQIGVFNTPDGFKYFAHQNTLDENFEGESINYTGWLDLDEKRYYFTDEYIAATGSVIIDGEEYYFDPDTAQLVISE
Y pestis TopoI = Yersinia pestis topoisomerase I inhibitors, primary screen, biochemical, cleavage product accumulation, plate reader, single point | DNA topoisomerase I (Yersinia pestis CO92) | Y. pestis Topo-I cleavage product accumulation | activity, % at 10 µM | 360,000 tested, 0.064% active; in the data active means activity above about 50%, passing the limit was not always enough; inconclusive means no clear call, values can overlap the other calls; further: inactives centre near 2
Anthrax LF prot = Bacillus anthracis LF protease inhibitors, primary screen, biochemical, multiplex microsphere, MLPCN library. multiplex microsphere protease cleavage assay. 360,000 tested, 0.12% active. inhibition, % at 10 µM. AID 588501, 2011. Lethal factor (Bacillus anthracis), P15917; further: plate controls were buffer without enzyme for full effect and enzyme alone for no effect
BoNT-A LC inh2 = BoNT/A light chain protease inhibitors, primary screen, biochemical, flow cytometry, MLPCN library | inhibition, % at 10 µM | multiplex microsphere protease substrate cleavage | 360,000 tested, 0.17% active | AID 588499, 2011; further: plate controls were buffer without enzyme for full effect and enzyme alone for no effect
PriA SSB inh = inhibitors of Klebsiella pneumoniae PriA binding to SSB C-terminal tail, primary screen, biochemical, AlphaScreen; AID 1272365, 2023; inhibition, % at 33 µM; PriA–SSB C-terminal tail interaction (Klebsiella pneumoniae); 430,000 tested, 0.6% active; AlphaScreen SSBct-PriA binding, biotinylated peptide; in the data active means inhibition mostly above about 37%, no sharp cut-off; inactive means mostly below about 20%;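 further: plate controls were negative control peptide for no effect and reference peptide for full effect; strong numbers were not always called active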
PfHsp40 yeast = rescue of yeast from PfHsp40 toxicity, primary screen, S. cerevisiae, ATP luminescence; S. cerevisiae expressing PfHsp40, growth rescue; growth rescue, % at 12.5 µM; 340,000 tested, 0.68% active; in the data active means growth rescue above about 28%, passing the limit was not always enough; inconclusive means no clear call, values can overlap the other calls;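 further: yeast W303a lacking pdr1 and pdr3 grown in galactose medium; growth measured after three days at 30 °C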
VHR inh abs = VHR1 phosphatase inhibitors, primary screen, biochemical, absorbance, uHTS; Dual specificity protein phosphatase 3 (Homo sapiens), P51452; recombinant VHR phosphatase, pNPP absorbance; inhibition, % at 13.3 µM; 290,000 tested, 0.52% active; in the data active means inhibition above about 50%; further: some compounds called inactive have numbers as strong as hits
Active calls of the source: *; i = inactive; ? = inconclusive; / = not tested or not shown. Unless noted, no stated cut-off is given here; in the data, active means inhibition above about 30%; inconclusive means no clear call, values can overlap the other calls; inactive means below that. Only part of the results is shown; rates above refer to the full screens.

SMILES	Y pestis TopoI	Vc quorum ag	CCHF vOTU inh	BoNT-A LC inh2	PriA SSB inh	VHR inh abs	PfHsp40 yeast	Anthrax LF prot	TcdB inh	3CLpro inhibitor
COc1ccc(CC(=O)NCC(=O)Nc2ccccc2Br)cc1	8	-0.6	-4	-3.7	-14	12	-0.4	-5	0.9	-5
CC(=O)c1ccc(NC(=O)C2CCCN2S(=O)(=O)c2cccc3cccnc23)cc1 (configuration not stated)	5	-0.5	5	-0.9	-7	32	1.5	-8	1.0	9
CS/C(=C(/C#N)S(=O)(=O)c1ccc(Cl)cc1)N1CCOCC1	-10	i	2	0.3	-2	8	-1.0	-10	1.0	8
NS(=O)(=O)c1cc(C(=O)OCC(=O)NC2CC2)ccc1Cl	1	0.5	5	0.2	-5	37	-0.6	-1	/	-3
O=C(Nc1cccc2ncccc12)c1cccc(F)c1	-3	5.6	2	-0.8	-1	-4	0.1	-1	0.3	-1
CN(C)CCCn1cnc2c1c(=O)[nH]c(=O)n2Cc1ccccc1	-3	-10	23	-5.9	5	2	-0.5	8	1.2	3
O=C1CCCN1CN(C(=O)c1ccc2c(c1)OCO2)c1cccc(Cl)c1	-10	0.1	-3	1.1	4	5	-0.8	11	1.4	1
Cc1ccccc1NC(=O)CSC1=NCCN1	-3	-0.4	-5	-0.2	-10	30	-0.8	1	0.9	-1
Cc1ccc(C(=O)CSc2nnnn2C(C)C)c(C)c1	1	3.2	1	0.0	-7	6	-0.6	1	/	1
CCCCN1C2=NCCCN2c2ccccc21	2	-0.4	10	-1.4	0	38	0.1	-3	/	0
CCc1noc(C)c1C(=O)OCC(=O)NCCc1ccc(OC)cc1	0	i	0	3.2	2	/	0.5	-5	1.3	/
Cc1ccc(N2CC(C(=O)N3CCC(C(=O)Nc4nnc(C(C)C)s4)CC3)CC2=O)cc1 (configuration not stated)	19	i	-1	-2.5	-2	10	-0.2	-2	0.3	6
Cc1nc2ccc(NC(=O)COc3ccccc3F)cc2s1	12	i	-6	0.4	-18	6	?	-11	-1.0	1
O=C(CSc1ncccc1C(=O)O)c1ccccc1F	14	0.7	3	-0.1	-4	7	-0.1	0	2.7	4
c1ccc(NN(Cc2cnccn2)c2ccccc2)cc1	3	i	-6	0.0	/	/	/	-11	-7.0	/
COc1cc2cc(CCCOC(=O)c3ccc(C#N)cc3)oc(=O)c2cc1OC	-2	i	-2	0.4	3	/	-1.3	-6	1.5	/
Cn1c2ccccc2c2nnc(N/N=C/c3ccc(O)cc3)nc21	-2	i	2	0.2	/	/	/	21	0.5	/
O=C(CSc1nnc(N2CCOCC2)n1-c1cccc(F)c1)N1CCN(c2ccccn2)CC1	1	-0.3	4	-2.9	11	/	1.3	-4	0.5	/
CC(C)Nc1ccc(C(CC(N)=O)NC(=O)c2ccccc2)cc1[N+](=O)[O-] (configuration not stated)	9	-0.5	4	-0.2	2	17	-3.1	-7	-1.4	-3
CC1CN(CCOc2ccc(Cl)cc2Cl)CC(C)O1 (configuration not stated)	-1	i	-7	-0.2	-10	-2	0.2	0	0.8	6
Cc1ccsc1CN(C)Cc1nc(C2CC2)no1	-2	-0.3	10	-0.7	-1	40	-0.5	-4	-0.3	0
CC[C@@H]1Cc2[nH][nH]c(=O)c2[C@H](CC(C)C)O1	/	/	10	0.2	/	/	/	3	0.6	/
Cc1c(C(=O)N2CCC(C(N)=O)CC2)sc(N)c1C#N	1	i	6	-0.5	-3	11	-0.8	1	-0.4	2
CC1N(O)C(C)(C)C(c2ccccc2)=[N+]1[O-] (configuration not stated)	-2	-0.2	-11	-0.3	-10	-12	0.9	0	/	2
O=C(O)Cc1csc(NC(=O)CSc2nnnn2-c2ccc(O)cc2)n1	-4	2.0	-5	0.4	-7	25	0.7	6	0.3	4
O=S(=O)(N(Cc1ccccc1)[C@H](CO)Cc1ccccc1)N(Cc1ccccc1)[C@H](CO)Cc1ccccc1	16	i	11	0.2	-2	/	-1.2	-2	2.1	/
O=[N+]([O-])c1cccc(CN(CCO)Cc2ccccc2)c1	15	-0.2	-2	-1.4	-6	10	-0.7	-1	/	0
Cc1c(C)c2ccc(OS(C)(=O)=O)cc2oc1=O	15	-0.2	-23	0.0	-7	5	1.4	-1	0.4	-4
CC(NC(=O)Cc1ccccc1)c1cc2c(cc1Br)OCCCO2 (configuration not stated)	5	-0.3	3	-0.9	-13	33	1.0	0	-0.2	3
CN(CC(=O)Nc1cccc(F)c1)CC(=O)Nc1cccc(S(=O)(=O)N(C)c2ccccc2)c1	19	-0.1	8	-0.4	0	/	-0.5	-2	0.2	/
NC(=O)c1c(NC(=O)CN2CCN(S(=O)(=O)c3ccccc3)CC2)sc2c1CCC2	22	-0.5	11	-69	1	/	-1.4	-16	0.4	/
CC(=O)N(c1nc(CCl)cs1)c1ccc(C)cc1C	5	-0.1	-1	0.1	2	21	-1.0	0	2.2	2
CC(C)CN(CCCNC(=O)CN1N=C(c2ccc(Cl)cc2)CCC1=O)CC(C)C	3	-1.9	16	-0.1	-15	1	24	-4	0.2	3
CC(C)CC(OC(=O)c1cccs1)C(=O)NCc1ccco1 (configuration not stated)	28	i	11	0.8	1	8	-0.7	-4	/	-2
COc1ccc(CNC(=O)COC(=O)CN2C(=O)C3CCCCC3C2=O)cc1 (configuration not stated)	4	-0.5	3	0.0	/	/	/	0	-1.2	/
NNC(=O)C=C1CCN(c2ncc(C(F)(F)F)cc2Cl)CC1	-11	i	5	1.5	-16	-14	0.6	-8	/	-1
N/C(=N\OC(=O)CCCc1ccccc1)c1ccccc1Cl	23	i	-13	-3.8	/	18	-1.9	0	0.1	-7
Nn1c(-c2cccc(Br)c2)n[nH]c1=S	-11	i	-13	-0.7	-24	26	-0.9	-2	/	1
CCn1c(=O)cc(SCC(=O)NCCCN2CCC(C)CC2)c2ccccc21	-3	-0.2	-6	0.1	6	16	0.8	1	0.5	-2
CCN(C(=O)COc1ccccc1)c1nnc(-c2cccnc2)s1	1	-0.2	12	0.5	-2	25	-0.2	2	/	-3
CCCCOC(=O)c1ccc(NC(=S)NC(=O)c2c(Cl)cnn2CC)cc1	20	-11	4	0.5	-6	16	1.3	1	/	-1
Cc1cc(C)cc(OCC(=O)Nc2ccc(F)cc2)c1	3	i	-1	0.4	-15	10	0.6	2	/	0
CC(=O)N1CCCC(N2CCN(c3cccc(C(F)(F)F)c3)CC2)C1 (configuration not stated)	1	-1.3	1	-0.4	-10	4	-1.6	12	0.8	-7
N#CC(C#N)=Cc1c[nH]c(=O)c(C#N)c1Nc1ccccc1	1	-0.6	-337	-0.7	0	/	/	?	0.8	/
CCOC(=O)c1nnn(-c2nc(OC)nc(N(C)C)n2)c1-c1ccccc1	0	-4.5	-3	0.3	-9	21	-0.2	-1	/	-4
Cc1cc(SCc2ccc(Cl)c(Cl)c2)nc(=O)[nH]1	1	-2.7	7	1.6	-9	13	0.2	2	2.4	1
CCNC(=O)NC(=O)C(C)OC(=O)C1CCN(S(=O)(=O)c2ccccc2F)CC1 (configuration not stated)	-4	-0.4	-25	-0.1	-6	0	-1.4	1	/	1
Cc1cccc(CC(=O)NC2CCN(C)CC2)c1	1	-1.4	-11	-0.5	6	6	0.1	-4	0.1	0
C=CCSc1n[nH]c(-c2ccc(OC)cc2)n1	-8	-0.5	3	-0.6	-7	6	0.0	-3	/	2
O=C(NCCc1ccccc1)c1nnc(CS(=O)(=O)c2ccccc2)o1	3	-0.4	9	-0.7	-7	21	-0.5	-16	-0.3	0

More entries follow.
SMILES	Y pestis TopoI	Vc quorum ag	CCHF vOTU inh	BoNT-A LC inh2	PriA SSB inh	VHR inh abs	PfHsp40 yeast	Anthrax LF prot	TcdB inh	3CLpro inhibitor
Cc1cc(C(=O)N/N=C/c2ccco2)n[nH]1	11	-0.6	11	0.3	/	14	-0.6	-2	1.6	1
CC[C@H](C)[C@@H](C(=O)N1CCCC1c1nccs1)N(C)C(=O)[C@H](CC(C)C)N(C)C(=O)[C@H](Cc1ccc(OC)cc1)N(C)C(=O)/C=C(\C)OC (some centres not stated)	41	i	11	-0.2	-4	/	3.4	-4	0.4	/
Cc1cc(C)c2oc(-c3ccc(C)c(NC(=S)NC(=O)c4cccs4)c3)nc2c1	7	-1.0	9	-0.4	-10	-5	0.2	-2	/	-2
CC1(NC(=O)/C=C/c2nc3ccccc3s2)CCS(=O)(=O)C1 (configuration not stated)	-5	1.2	-4	3.5	-4	/	-0.1	-4	-0.1	/
CCOc1ccc(N(C)S(=O)(=O)c2cnc[nH]2)cc1	2	2.1	9	0.8	-6	12	4.6	0	0.4	3
COc1ccc(-c2nnc(N(C)C(=O)c3cccnc3)s2)cc1	9	-8.3	5	0.0	-7	23	3.7	0	/	1

Molecules listed so far that have a furan ring, fused or not:
SMILES	Y pestis TopoI	Vc quorum ag	CCHF vOTU inh	BoNT-A LC inh2	PriA SSB inh	VHR inh abs	PfHsp40 yeast	Anthrax LF prot	TcdB inh	3CLpro inhibitor
CC(C)CC(OC(=O)c1cccs1)C(=O)NCc1ccco1 (configuration not stated)	28	i	11	0.8	1	8	-0.7	-4	/	-2
Cc1cc(C(=O)N/N=C/c2ccco2)n[nH]1	11	-0.6	11	0.3	/	14	-0.6	-2	1.6	1
